# Screens as filed in PubChem BioAssay.
# TPT1 inhibitor = Candida albicans TPT1 enzyme inhibitors, primary screen, biochemical, fluorescence polarization. AID 1962, 2009. 300,000 compounds, 0.81% hits. recombinant caTPT1, FP RNA substrate dephosphorylation. inhibition, % at 5 µM;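 active = inhibition above the mean of all tested compounds plus 3 SD, set per screening campaign, cut at about 24% in these data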;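 also: plate controls were DMSO alone for no effect and ferristatin control at 100 nM for full effect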
# HCV core dimer = inhibitors of HCV core protein dimerization, primary screen, biochemical, TR-FRET, high-throughput; AID 1899, 2009; inhibition, % at 5 µM; TR-FRET GST/Flag-core106 dimerization, 1536-well; 300,000 compounds, 0.33% hits;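 active = inhibition above the mean of all tested compounds plus 3 SD, set per screening campaign, cut at about 45% in these data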
#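 System: GST/Flag-tagged HCV core106 proteins. Incubation: compound-protein-antibody incubation 4 h at 22.5 °C. Technique: HTRF with 340 nm excitation, 617/671 nm emission. Medium: KF-containing HEPES buffer, pH 7.45, DTT, CHAPS, BSA. Read-out: inhibition (%) from 671 over 617 nm ratio. Also added: Eu(K)-anti-GST 90 ng/mL plus XL665-anti-Flag 1 µg/mL.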
# PP5 primary = PP5 phosphatase inhibitors, primary screen, biochemical, fluorescence | purified PP5c, OMFP substrate fluorescence | inhibition, % at 6.7 µM | 320,000 compounds, 0.18% hits;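 active = inhibition above the campaign's mean inhibition across all tested compounds plus 3 SD, cut at about 9.5% in these data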;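 also: 0% = DMSO only and 100% = 100 µM cantharidin control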
# Target sequence (P53041 whole entry, looked up): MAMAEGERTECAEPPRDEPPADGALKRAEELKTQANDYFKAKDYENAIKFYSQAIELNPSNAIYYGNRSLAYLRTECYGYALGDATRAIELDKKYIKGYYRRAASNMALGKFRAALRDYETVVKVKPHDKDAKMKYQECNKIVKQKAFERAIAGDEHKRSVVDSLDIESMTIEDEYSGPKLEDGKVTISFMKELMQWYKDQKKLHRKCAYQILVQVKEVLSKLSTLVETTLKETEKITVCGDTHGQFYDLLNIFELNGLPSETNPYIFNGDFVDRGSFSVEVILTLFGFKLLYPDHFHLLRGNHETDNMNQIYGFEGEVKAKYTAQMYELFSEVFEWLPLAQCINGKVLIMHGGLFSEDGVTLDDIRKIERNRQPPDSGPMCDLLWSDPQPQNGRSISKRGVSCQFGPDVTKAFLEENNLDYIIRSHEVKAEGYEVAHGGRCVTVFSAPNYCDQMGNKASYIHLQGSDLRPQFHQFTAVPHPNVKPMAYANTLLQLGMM
# PAFAH2 inh = PAFAH2 enzyme inhibitors, primary screen, biochemical, fluorescence polarization, human | recombinant PAFAH2, FP-rhodamine activity probe | AID 492956, 2010 | inhibition, % at 3.39 µM | 340,000 compounds, 0.99% hits;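 active = inhibition above the mean over all tested compounds plus 3 SD, cut at about 30% in these data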;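 also: inhibitors block probe labeling of enzyme so polarization drops; 0% = enzyme with DMSO and 100% = wells lacking PAFAH2 protein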
# AHR activator = AHR activators, primary screen, cell-based, luminescence, luciferase reporter, human; AHR-responsive luciferase reporter cells; 320,000 compounds, 2.5% hits; activation, % at 5 µM; Aryl hydrocarbon receptor (Homo sapiens), P35869; in the data active = activation above about 47%;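 also: 0% = vehicle wells and 100% = reference agonist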
# Fh CTSL1 inh = Fasciola hepatica cathepsin L1 inhibitors, primary screen, counter-screen for PFM18AAP inhibitor project, biochemical, QFRET, fluorogenic peptide substrate | recombinant F. hepatica cathepsin L1, Z-Leu-Arg-MCA fluorescence | 300,000 compounds, 0.49% hits | AID 1906, 2009 | inhibition, % at 5.96 µM;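 active = inhibition above the mean of all tested compounds plus 3 SD, set per screening campaign, cut at about 17% in these data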;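 also: 0% = plate median of test compound wells and 100% = 1 µM Z-Phe-Ala-diazomethylketone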
# procasp3 activ = activators of human procaspase-3 D3A mutant, primary screen, biochemical, absorbance, PC-3 D3A mutant, single concentration; activation, % at 8.5 µM; AID 463141, 2010; 330,000 compounds, 0.11% hits; recombinant procaspase-3 D3A, Ac-DEVD-pNA absorbance 405 nm; Caspase-3 (Homo sapiens), P42574;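 active = activation above the mean of all tested compounds plus 3 SD, cut at about 21% in these data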;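 also: 0% = DMSO alone and 100% = DMSO wells spiked with extra 5 µM PC-3 D3A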
# Target sequence (P42574 whole entry D9A/D28A/D175A): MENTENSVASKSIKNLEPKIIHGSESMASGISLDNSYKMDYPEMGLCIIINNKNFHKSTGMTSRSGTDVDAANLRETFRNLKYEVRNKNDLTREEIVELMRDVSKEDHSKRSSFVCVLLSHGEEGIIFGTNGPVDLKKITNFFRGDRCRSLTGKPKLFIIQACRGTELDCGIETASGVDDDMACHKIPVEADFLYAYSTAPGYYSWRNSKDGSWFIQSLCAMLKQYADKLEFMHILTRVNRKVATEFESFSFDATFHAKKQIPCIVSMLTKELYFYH
#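 Assay system: Autoprocessing-dead procaspase-3 D3A mutant enzyme; also added: Ac-DEVD-pNA; doses: one concentration, 8.5 µM nominal, 0.8% DMSO; times: 1 h compound preincubation, 2 h substrate hydrolysis at 25 °C; technique: 405 nm absorbance of p-nitroaniline, reads at 0 and 120 min; measure: % activation between DMSO and enzyme-spiked controls; repeats: single replicate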
# PP1 counter = PP1-alpha phosphatase inhibitors, primary screen, counter-screen for PP5 inhibitor project, biochemical, fluorescence, OMFP substrate, single point; Serine/threonine-protein phosphatase PP1-alpha catalytic subunit (Homo sapiens), P62136; purified PP1alpha; inhibition, % at 6.7 µM; 320,000 compounds, 0.9% hits; AID 2235, 2010;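 active = inhibition above the mean inhibition of all tested compounds plus 3 SD, computed separately for each screening campaign, cut at about 15% in these data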
# Target sequence (P62136 whole entry, looked up): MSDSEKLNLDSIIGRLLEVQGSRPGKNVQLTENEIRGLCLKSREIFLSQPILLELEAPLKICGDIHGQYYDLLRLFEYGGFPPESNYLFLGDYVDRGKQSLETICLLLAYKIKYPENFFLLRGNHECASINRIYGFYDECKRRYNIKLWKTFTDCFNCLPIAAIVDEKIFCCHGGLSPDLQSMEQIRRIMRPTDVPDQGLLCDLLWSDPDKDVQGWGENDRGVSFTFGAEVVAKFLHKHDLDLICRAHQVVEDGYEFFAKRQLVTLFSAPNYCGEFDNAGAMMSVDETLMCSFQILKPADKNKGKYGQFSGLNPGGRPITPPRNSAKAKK
# proCasp7 act = procaspase-7 activators, primary screen, counter-screen for procaspase-3 activator project, biochemical, absorbance, HTS, human. Caspase-7 (Homo sapiens), P55210. recombinant procaspase-7, Ac-DEVD-pNA absorbance 405 nm; D23A/D198A/D206A triple mutant, cannot self-cleave; scale: DMSO 0, 5 µM enzyme 100. activation, % at 8.5 µM. 330,000 compounds, 0.093% hits;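 active = percent activation above the screen-wide mean plus 3 SD, cut at about 25% in these data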
#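 Assay system: Uncleavable procaspase-7 mutant enzyme / Input: 2 µM procaspase-7 mutant as dispensed / Dosing: single nominal 8.5 µM compound dose, 0.8% DMSO final / Timing: 1 h enzyme–compound preincubation and 2 h substrate reaction, both 25 °C / Detection: p-Nitroaniline absorbance at 405 nm, read at 0 and 120 min / Replication: singlicate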
# * = called active by the depositor; . = not tested or not shown. Not a hit list; about 5.6% have a hit in one of these screens.
# Start of the data: the first 3 entries, to show the layout:
SMILES,TPT1 inhibitor,HCV core dimer,PP5 primary,PAFAH2 inh,AHR activator,Fh CTSL1 inh,procasp3 activ,PP1 counter,proCasp7 act
CN(C)CCNC(=S)Nc1ccc(-c2nc3ccccc3[nH]2)cc1,1,-3,1.4,-5,23,4,0,-6,3
COc1ccc(NC(=O)Nc2cccc3cccnc23)cc1,2,-2,4.6,7,33,0,-5,0,-1
CCCN(CCC)S(=O)(=O)c1ccc(C(=O)Nc2cccnc2)cc1,-2,-2,2.5,2,-1,-2,7,-4,7

# Results (from the top)
SMILES,TPT1 inhibitor,HCV core dimer,PP5 primary,PAFAH2 inh,AHR activator,Fh CTSL1 inh,procasp3 activ,PP1 counter,proCasp7 act
CN(C)CCNC(=S)Nc1ccc(-c2nc3ccccc3[nH]2)cc1,1,-3,1.4,-5,23,4,0,-6,3
COc1ccc(NC(=O)Nc2cccc3cccnc23)cc1,2,-2,4.6,7,33,0,-5,0,-1
CCCN(CCC)S(=O)(=O)c1ccc(C(=O)Nc2cccnc2)cc1,-2,-2,2.5,2,-1,-2,7,-4,7
NCCCCCc1nnc(SCc2ccccc2Cl)o1,-6,-7,-2.1,6,-9,3,3,1,2
COc1ccc(S(=O)(=O)N(C)C[C@H]2Oc3ccc(NC(=O)C4CC4)cc3C(=O)N([C@H](C)CO)C[C@@H]2C)cc1,.,.,.,-6,-2,.,4,.,13
CCOc1ccc(NC(=O)Cn2nc(-c3ccccc3Cl)n(CC)c2=S)cc1,3,-9,2.6,3,-3,-4,6,-5,16
CCN1C2=C(C(=O)CCC2)C(c2ccc(O)c(Br)c2)C2=C1CCCC2=O,-6,5,3.8,-4,0,4,-2,-1,-8
CC(=O)N[C@@H](C)C(=O)N1CCN(S(=O)(=O)c2ccc(Cl)cc2)CC1,-4,-1,1.0,11,2,4,-3,-5,3
OCCC1CN(Cc2nc3ccccc3s2)CCN1CCc1ccccc1 (stereo not given),-3,-3,0.4,6,11,2,8,1,4
COc1ccccc1CNC(=O)COC(=O)C1CCN(S(=O)(=O)c2ccccc2)CC1,-1,2,0.6,0,1,2,19,-6,3
COC(=O)CCc1n[nH]c(=O)[nH]c1=O,1,-7,-1.5,4,-1,-3,10,-2,-1
CCN(CCCNC(=O)CN(C)S(=O)(=O)c1ccc2c(c1)CCC(=O)N2)c1cccc(C)c1,-1,1,4.1,-3,3,2,15,1,5
Cc1cc(Cl)ccc1N(CC(=O)N=Nc1c(O)[nH]c2ccccc12)S(C)(=O)=O,1,-1,5.2,-4,-5,7,-3,0,-2
COc1ccc2c(c1)c(=O)cc(-c1ccccc1)n2C,-1,0,1.4,4,5,0,5,-2,-8
O=C(OCc1nc2ccccc2s1)c1ccc([N+](=O)[O-])o1,0,6,0.9,8,10,7,0,-1,3
O=[N+]([O-])c1ccc(Cl)cc1NCC1CCCO1 (stereo not given),0,-2,0.9,1,1,2,4,1,2
Cc1c(C(=O)O)sc(=S)n1CCOc1ccccc1,-3,1,-0.7,-7,1,2,7,1,-6
Cc1oc(-c2cccc3ccccc23)nc1CN1CCC[C@H]1CO,0,4,-2.0,1,7,2,-4,-5,1
C/C=C/c1ccc(OCC(O)CN2CCCCCCC2)c(OC)c1 (stereo not given),2,-4,-0.2,1,3,-7,-8,-3,3
Cc1nnc2n1N=C(c1ccc(OC(F)F)cc1)C(C)S2 (stereo not given),2,0,1.2,0,1,5,-1,-2,2
CCc1ccc(CNC(=O)Cc2ccc(NC(=O)C3=C(C)OCCS3)cc2)cc1,-4,14,4.3,10,5,4,3,1,3
Cc1cc(C(c2ccc(C)o2)c2ccc(C)o2)c(O)c([N+](=O)[O-])c1,-4,11,-0.2,5,0,0,10,2,11
CCOC(=O)C1=NNC(C(=O)c2ccc(Cl)cc2)C1c1ccc(OC)cc1 (stereo not given),0,16,1.4,-8,-1,1,-7,1,-3
Cc1csc(NC(=O)CSc2nnc(-c3ccoc3C)o2)n1,0,0,0.9,-2,15,-2,-1,-3,11
O=C(c1ccc(Oc2ccc(C(F)(F)F)cn2)cc1)N1CCN(c2ccccc2)CC1,2,2,1.9,-6,2,-1,-8,2,5
CCOc1ccc(Nc2nc(N)nc(CSC(=S)N3CCN(c4ccccc4)CC3)n2)cc1,0,8,3.5,-7,23,2,-4,-2,2
Cc1noc(NS(=O)(=O)c2ccc(N/C=C\C(=O)c3cccs3)cc2)c1C,2,3,-2.2,8,6,1,-4,-1,-1
COc1ccc(NC(=O)c2ccc(-c3ccc(-c4noc(C)n4)cc3C)cc2)cc1N1CCN(C)CC1,0,-18,5.5,2,-6,0,6,-1,-2
O=C(NCCCN1CCN(Cc2ccccc2)CC1)c1nnc(Cc2c(F)cccc2Cl)o1,0,3,-1.0,6,-1,-1,3,3,-2
Cc1nnc(SCC(=O)c2c(N)n(C3CC3)c(=O)[nH]c2=O)n1-c1ccccc1,.,.,-0.3,-9,2,.,1,-4,8
CCOC(=O)CSc1nc2c(sc(=S)n2CCc2ccccc2)c(=O)n1Cc1ccco1,3,8,2.6,-5,4,0,0,14,-6
CCN1C(=O)N[C@@H](c2ccco2)C(C(=O)OC)=C1C,-1,0,1.9,-10,0,-2,-6,0,-1
CCOc1ccc(NC(=O)CN(c2cc(C)cc(C)c2)S(=O)(=O)c2c(C)noc2C)cc1,-1,0,-1.9,6,1,2,4,2,5
CC(C)C(=O)Nc1ncc(C(F)(F)F)cc1Cl,2,-1,0.1,0,-6,0,-1,-1,-3
O=C(Nc1ccccc1C(=O)N1CCCCC1)c1ccco1,3,-2,-0.4,6,-2,-3,-6,-1,-1
CC(=O)Nc1nnc(CCN2CCCCC2)s1,0,-15,-0.4,-2,1,5,-10,1,2
CN(C)C(=O)CSc1nnc(C23CC4CC(CC(C4)C2)C3)o1,0,-2,3.3,-4,10,-3,14,1,9
COCC(=O)Nc1ccc(S(=O)(=O)Nc2cc(C)nc(C)n2)cc1,-5,3,0.0,6,-2,1,-5,10,7
COCCN(CCOC)c1nc(N)c2c(N)nc3c(c2c1C#N)CC(=O)N3Cc1ccc(Cl)cc1,-5,-11,3.7,6,-1,4,-30,4,-45
Cc1ccc(C(=O)NC(=S)NNC(=O)COc2ccc([N+](=O)[O-])cc2)cc1,-2,-1,3.7,10,7,-3,-13,1,-16
Cc1ccc(-n2nnnc2C(=Cc2ccc(N(C)C)cc2)c2nnnn2-c2ccc(C)cc2)cc1,15,28,1.5,-3,-1,4,1,0,7
COc1ccc(S(=O)(=O)N(CCCN2CCOCC2)Cc2cccc3ccccc23)cc1,-2,5,5.4,6,1,-4,-2,3,3
COC(=O)c1ccc(C)c(NC(=O)CCc2cc(OC)c(OC)c(OC)c2)c1,0,3,0.2,5,0,1,-8,-1,9
Cc1ccc(N/N=C(\C#N)C(N)=S)c(C)c1,-4,-13,1.4,0,7,-3,-22,0,-9
CC1(C)NC(=O)N(CCCOc2ccc3c(c2)CCC3)C1=O,2,-5,0.6,0,10,4,4,-6,-5
Cc1ccc(CNC(=O)c2ccc3c(=O)[nH]c4c(C(=O)NCC5CCCO5)sc(=S)n4c3c2)cc1 (stereo not given),5,6,0.5,31*,3,2,-12,-2,1
C#CCOCCOCCOCCNc1nc(N2CCN(C(=O)[C@H]([C@@H](C)CC)n3cc(CCCN=C(N)N)nn3)CC2)nc(N2CCN(C(=O)[C@H](Cc3ccc(O)cc3)n3cc(CCO)nn3)CC2)n1,3,-16,4.3,2,-2,-2,3,2,0
O=C(CN1CCN(Cc2ccccc2Cl)CC1)N/N=C/C=C\c1ccccc1[N+](=O)[O-],2,1,1.5,18,5,3,4,1,-1
CC1Cc2ccccc2N1C(=O)c1ccc(Br)o1 (stereo not given),1,3,1.9,7,16,-2,-3,4,6
CNC(=O)C(=O)NCC(c1cccs1)S(=O)(=O)c1ccc(C)cc1 (stereo not given),3,3,-0.1,-14,0,4,4,2,12

# Further structures.
SMILES,TPT1 inhibitor,HCV core dimer,PP5 primary,PAFAH2 inh,AHR activator,Fh CTSL1 inh,procasp3 activ,PP1 counter,proCasp7 act
COc1cccc(C2C([N+](=O)[O-])=C(N)Oc3cc(C)oc(=O)c32)c1 (stereo not given),-2,9,2.6,5,1,-3,-2,-3,-5
CSc1ncccc1C(=O)OCc1ccccc1,4,-2,3.7,10,0,-3,3,-1,5
CCCCN(C(=O)c1cnc(C)cn1)c1c(N)n(CCC)c(=O)[nH]c1=O,.,.,3.4,-2,-2,.,-1,-3,1
c1ccc(CNCc2ccco2)cc1,1,8,0.5,4,0,-12,2,-3,-2
Cc1c(C=N)c(O)n(C)c(=O)c1C#N,6,-5,0.7,-2,-2,6,-10,-2,1
CCOc1ccc(CN2CCNC(=O)C2CC(=O)N(C)Cc2nonc2C)cc1 (stereo not given),-2,-11,0.7,0,1,-3,8,0,7
COc1ccc(S(=O)(=O)N2CCC(=O)N2)cc1,-5,1,1.0,-11,2,-4,-13,0,-10
CC(C)Oc1ccc(C(CCN)C2CCCCC2)cc1 (stereo not given),-5,-1,-1.8,-3,1,2,0,7,5
Cc1c(C(=O)NCCN(C)C)oc2ccc(S(=O)(=O)N3CCCC3)cc12,-3,-3,1.9,4,0,1,7,0,11
COc1ccc(OCC(O)CNS(=O)(=O)c2cccs2)cc1 (stereo not given),2,1,-2.5,-5,2,0,-4,-1,2
CCOc1ccc(-n2c(O)c(/C=N/Nc3nc(C)cc(C)n3)c3ccccc3c2=O)cc1,-1,1,-1.2,4,1,0,-2,0,-2
CC(C)N(C(=O)c1ccc(-c2ccccc2F)cc1)C(C)C,-3,3,0.1,.,-3,-4,1,1,8
Cc1ccc(CNc2ncnc(N)c2[N+](=O)[O-])cc1,-3,-4,0.0,-7,0,1,-2,3,0
Cc1cc(S(=O)(=O)Nc2c(C(=O)O)[nH]c3ccccc23)ccc1F,-5,1,0.8,9,20,4,2,4,0
Cc1cccc(C2CC(c3ccc(F)cc3)Nc3nc(N)nn32)c1 (stereo not given),-4,-3,-0.1,0,1,3,-6,-1,-8
CCn1c(CNc2ccc(Cl)cc2)nnc1SCc1ccc(C)cc1,-10,10,3.1,7,50*,1,-6,8,8
COC(=O)c1ccc(NC(=O)c2cccc(C)c2)cc1,0,4,-2.0,-2,-4,-1,-3,-3,-4
